# Screening results (PubChem BioAssay)
# NPYLR7 agonist = mosquito NPYLR7 agonism | HEK293T NPYLR7/Galpha15, GCaMP6s calcium fluorescence | activation, % at 10 µM | 270,000 compounds, 0.15% hits; in the data active = activation above about 40%;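 also: 0% = vehicle and 100% = reference agonist at the receptor; some compounds past the cut are filed as inactive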
# hcGAS lum = inhibitors of human cGAS. recombinant h-cGAS, ATP depletion, Kinase-Glo luminescence. inhibition, % at 12.5 µM. 290,000 compounds, 0.081% hits;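 also: 0% = vehicle reaction and 100% = reaction without DNA for no activity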
# Target sequence (Q8N884 whole entry, looked up): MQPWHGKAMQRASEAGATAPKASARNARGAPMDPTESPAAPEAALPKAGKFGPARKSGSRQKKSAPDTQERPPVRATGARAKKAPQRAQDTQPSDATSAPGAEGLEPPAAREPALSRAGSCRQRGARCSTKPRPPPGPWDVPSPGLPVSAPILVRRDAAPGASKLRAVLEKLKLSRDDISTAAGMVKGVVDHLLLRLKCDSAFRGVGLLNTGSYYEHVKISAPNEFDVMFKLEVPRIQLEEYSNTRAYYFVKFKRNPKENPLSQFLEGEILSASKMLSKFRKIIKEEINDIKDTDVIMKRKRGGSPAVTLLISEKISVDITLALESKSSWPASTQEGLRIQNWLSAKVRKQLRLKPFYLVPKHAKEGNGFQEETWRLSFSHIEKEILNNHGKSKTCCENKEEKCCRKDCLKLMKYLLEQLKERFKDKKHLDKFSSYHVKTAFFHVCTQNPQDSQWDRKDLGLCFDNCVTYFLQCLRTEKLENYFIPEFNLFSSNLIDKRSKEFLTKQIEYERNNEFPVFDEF
# mcGAS lum = mouse cGAS inhibition by luminescence | 160,000 compounds, 0.15% hits | inhibition, % at 12.5 µM | recombinant cGAS, Kinase-Glo ATP depletion luminescence | AID 1259399 | Q8C6L5;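 also: 0% = negative control wells and 100% = reference inhibitor with no enzyme activity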
# * hit, by the source's call; . = no result given; & = joins results of further samples. Rule as the data show it, unless noted: active = inhibition above about 40%; inactive = the rest.
canonical_smiles	hcGAS lum	mcGAS lum	NPYLR7 agonist
COc1ccc(-n2c(=O)c(C)nc3ccccc32)cc1	-5	.	3
CN1CCN(N=Cc2ccccc2F)CC1	-2	.	7
COCCOC(=O)C1=C(C)N(C)C(=S)NC1c1ccc(NC(=O)Cc2cccs2)cc1 (stereo not given)	0	-1	-14
Cc1noc(C)c1S(=O)(=O)N(C)CC(=O)NCc1ccc(Cl)cc1	0	.	6
Cc1noc(C)c1CC(=O)Nc1sc2c(c1C(N)=O)CCC2	-8	.	-1
Cc1ccccc1OCc1ccc(-c2nc(C#N)c(NCc3ccc4c(c3)OCO4)o2)o1	-5	-6	1
CN1CCCC1CCn1ccnc1-c1cc2c(cc1Cl)OCO2 (stereo not given)	-2	-8	4
CC(=O)N1CCc2cc(C(=O)C(C)Sc3nc4ccsc4c(=O)n3C)ccc21 (stereo not given)	-10	.	-3
O=C(NCCc1csc2nc(-c3cccc(F)c3)nn12)C1CCCCC1	2	-1	-7
Cc1cc(CNCC2(O)CCCN(Cc3ccccc3F)C2=O)n[nH]1 (stereo not given)	-4	.	18
CCCN(Cc1c(C)nn(-c2ccc(Cl)cc2)c1Oc1ccccc1OC)CC(C)O (stereo not given)	0	-3	0
O=C(CCc1ccccc1)N1CC(=O)N(CC2CC2)CC(O)C1 (stereo not given)	2	-5	26
Cc1ccc(-c2nc(NCCNS(=O)(=O)c3cccc(C(F)(F)F)c3)c3ccccc3n2)cc1	-7	-7	3
COc1cc(-c2nc3ccccn3c2NC2CCCCC2)ccc1OC(=O)c1ccccc1C	-5&-5	-6&-1	14&-7
O=C(COC(=O)C1CCC1)Nc1ccccc1C(=O)NC1CCCC1	-4	-13	16

canonical_smiles	hcGAS lum	mcGAS lum	NPYLR7 agonist
COCCN(Cc1cc(C)[nH]n1)C1CCN(C)CC1	-9	-4	.
CCN(CC)S(=O)(=O)c1c[nH]c(C(=O)Nc2ccc(OC)c(Cl)c2)c1	7	.	2
O=C(Nc1ccccn1)C1COCC(=O)N1Cc1ccccc1 (stereo not given)	-9	.	2
CC(C)N1CCCn2cc(S(=O)(=O)NC3CCCCCC3)cc2C1=O	-15	-5	.
CCCn1c(C2CC(=O)N(c3cc(C)cc(C)c3)C2)nc2ccccc21 (stereo not given)	-13	-2	2
CC(Oc1ccc(Br)cc1F)C(=O)NC1CCS(=O)(=O)C1 (stereo not given)	-4	.	-7
CC(C)(CNC(=O)c1cc2ccccc2s1)N1CCOCC1	-5	-8	8
COC(=O)c1ccc2oc(=O)n(C3CCN(C(=O)c4ccco4)CC3)c2c1	-3	-8	23
COc1c(C2=CC(=O)N(C)C2=O)c2c(n1C)C(=O)c1ccccc1C2=O	-5	-5	0
OCC#Cc1csc(CN2CCN(c3ncc(Cl)cn3)CC2)c1	2	-11	9
CCOc1ccc(-c2cc(C(=O)NC3CCC[C@@H]3OCc3ccccc3)c3ccccc3n2)cc1 (stereo not given in full)	-6	-7	-2
CC(C)Cn1cncc1CSc1nnc(CC2CCNCC2)n1C	-10	-6	.
CNC(=O)CC(C)N(C)C(=O)c1cccc2c3c([nH]c12)CCCC3 (stereo not given)	-1	.	20
CCc1ccc[n+](C2=C(c3c(C)[nH]n(-c4ccccc4)c3=O)C(=O)N(CC3CCCO3)C2=O)c1 (stereo not given)	-7	-7	-5
Nc1cc2c(=O)[nH]cnc2cc1F	-5	-6	2

canonical_smiles	hcGAS lum	mcGAS lum	NPYLR7 agonist
CN(CC(=O)NC(C)(C)C)C(=O)c1ccc2ccccc2c1	-11	-9	4
O=C(NC(Cc1ccccc1)c1ccccc1)c1csc(CSc2nnc(-c3cccnc3)n2-c2ccccc2F)n1 (stereo not given)	-5	-2	-4
CN(C)c1nc2nonc2nc1NCC1(N2CCOCC2)CCCCC1	-12	.	8
Cc1ccc(/C=C/S(=O)(=O)N2CC(C(N)=O)CCC2C)cc1 (stereo not given)	0	.	-13
CS(=O)(=O)NC1CCN(C(=O)Cn2cnc3ccccc3c2=O)CC1	-8	.	9
Cc1nc2ccccc2n1CCNC(=O)N1CCCC1C(N)=O (stereo not given)	-11	.	2
Cc1ccc(C)c(S(=O)(=O)NCCc2ccccc2F)c1	-20	.	0
CCOC(=O)C(c1ccc(OC)c(OC)c1)C1C=CC(NC(=O)c2ccc([N+](=O)[O-])o2)C1 (stereo not given)	-11	-8	5
COc1cc(CN2CCn3nc(C(=O)NCCCN4CCCC4=O)cc3C2=O)cc(OC)c1	1	-3	17
COc1ccc(OC)c(NC(=O)C2(C)CCN2C(=O)C2(c3ccc(Cl)cc3)CCC2)c1 (stereo not given)	-8	-7	4
CCCC(=O)N1CCN(c2cnn(-c3ccccc3)c(=O)c2Cl)CC1	-18	-7	13
CCOC(=O)N1CCC2(CC1)OS(=O)(=O)C(c1ccccc1)C2=N (stereo not given)	-1	.	-6
C/C=C(\C)C(=O)NCC1Cc2cccc(-c3cncnc3)c2O1 (stereo not given)	-6	-26	5
COc1cc(-c2cc(C(=O)NCc3cc(C(F)(F)F)ccc3F)c3ccccc3n2)cc(OC)c1OC	-10	-7	23
CC1CCC(NC(=O)C2(c3ccccc3)CC2)CC1 (stereo not given)	-7	.	5

canonical_smiles	hcGAS lum	mcGAS lum	NPYLR7 agonist
COC(=O)c1ccc(CSc2ncc(CO)n2CC(=O)NCc2ccc(C)cc2)cc1	-4	.	10
Cc1ncc(-c2c(-c3ccccc3)ncn2CCCCc2ccccn2)[nH]1	-5	-18	13
COCCCN(CC(=O)N(Cc1cccn1Cc1ccc(Br)cc1)C1CCCCC1)C(=O)CCc1ccccc1	-3	-4	1
O=C(CNc1ccc(Br)c(C(F)(F)F)c1)NC(=O)NC1CC1	-5	4	5
Cc1ccc(-n2c(SCc3ccccc3)nnc2C(Cc2ccccc2)NC(=O)Nc2ccc(Cl)cc2)cc1 (stereo not given)	-3	-6	-1
Cc1c(C(=O)NCc2ccc3c(c2)OCCO3)sc(=O)n1Cc1ccccc1	-7	.	11
O=C(NCCc1c[nH]c2ccccc12)c1ccccc1C(=O)c1ccc(Cl)cc1	-4	.	-15
CCn1c(C2CCNCC2)nn(Cc2ccc3c(c2)OCO3)c1=O	-6	.	11
C[C@H]1OC(n2cc(F)c(=O)[nH]c2=O)C(O)[C@@H]1O (stereo not given in full)	-2	.	-3
CCOC(=O)c1cnn(-c2nc(-c3ccc(OC)cc3)cs2)c1CNC1CCOC(C)(C)C1 (stereo not given)	-11	.	20
O=C(NCCc1ccc(O)c(O)c1)C12CC3CC(CC(C3)C1)C2	0	.	-21
CCOC(=O)[C@@H]1CSC2(CCN(C(=O)C3(c4ccccc4)CC3)CC2)N1	-9	.	0
CN1CC2(CCCN(C(=O)c3ccc(Cn4cccn4)o3)CC2)OC1=O (stereo not given)	-6	.	16
Cc1nc2sc(C(=O)NCc3ccccc3F)c(C)c2c(=O)[nH]1	-7	.	1
CCN(CC)S(=O)(=O)c1ccc2oc(=S)n(CN3CCCC(CO)C3)c2c1 (stereo not given)	-14	.	2

# Of the compounds above, 6 contain a thiophene ring, fused or not.
canonical_smiles	hcGAS lum	mcGAS lum	NPYLR7 agonist
COCCOC(=O)C1=C(C)N(C)C(=S)NC1c1ccc(NC(=O)Cc2cccs2)cc1 (stereo not given)	0	-1	-14
Cc1noc(C)c1CC(=O)Nc1sc2c(c1C(N)=O)CCC2	-8	.	-1
CC(=O)N1CCc2cc(C(=O)C(C)Sc3nc4ccsc4c(=O)n3C)ccc21 (stereo not given)	-10	.	-3
CC(C)(CNC(=O)c1cc2ccccc2s1)N1CCOCC1	-5	-8	8
OCC#Cc1csc(CN2CCN(c3ncc(Cl)cn3)CC2)c1	2	-11	9
Cc1nc2sc(C(=O)NCc3ccccc3F)c(C)c2c(=O)[nH]1	-7	.	1

# Other compounds:
canonical_smiles	hcGAS lum	mcGAS lum	NPYLR7 agonist
CCNc1nn(CC(=O)NCc2ccc(C)cc2)c(N)c1-c1nc(-c2ccccc2C)no1	-3	-2	.
CCc1cc(CN2CCC3(CCCO3)CCC2=O)on1 (stereo not given)	-6	.	7
c1ccc(Cn2c(-c3cccnc3)cc3cnc(Nc4ccc5c(c4)OCO5)cc32)cc1	-4	-8	8
CCCn1c(=O)c(C(=O)NCc2ccco2)nn(-c2ccc(OC)c(OC)c2)c1=O	-11	-10	22
C=C/C(C)=C/[C@@]1(C)SC(=O)C(C)C1=O (stereo not given in full)	-7	-3	3
OCCNc1nc(Oc2ccc(Br)cc2)nc2ccccc12	-9	-15	2
CN(CCCNC(=O)c1ccc(-c2cc(-c3ccc(Cl)cc3Cl)[nH]n2)cc1)c1ccccc1	1	1	.
C=CCCC(O)CN(Cc1c(C)nn(-c2ccccc2)c1Oc1ccc(C)cc1)CC1CCCO1 (stereo not given)	2	1	-18
COc1ccccc1-c1noc2nc(OCc3cccc(N(C)C)c3)ccc12	-5	-6	-3
CC(=O)c1ccc(C(=O)N(Cc2cccnc2)c2nc3c(C)c(C)ccc3s2)cc1	-4	-7	-4
O=C(Nc1ccc(F)cc1)C1CCCN(C(=O)N2CCCC2)C1 (stereo not given)	-13	.	5
N#CC1C(=N)C(C#N)(C#N)C(c2ccccc2I)C2CCCC=C12 (stereo not given)	3	15	5
Cc1cnc(CNC(=O)c2ccc3sc([C@H]4C[C@H](O)[C@@H](CO)O4)nc3c2)cn1	-5	-7	0
COc1cc(Cn2nc(C3CC3)c3cnn(-c4ccccc4)c3c2=O)cc(OC)c1	-5	.	10
COc1ccc(OC2CCN(C(C)=O)CC2)c(C(=O)NCCCSC)c1	-1	-8	1

canonical_smiles	hcGAS lum	mcGAS lum	NPYLR7 agonist
CCc1ccc(-c2ccc(SCC(=O)N3CCOCC3)nn2)cc1	-4	0	0
CC(=O)NCC1CCCN(Cc2ccc(C)c(Cl)c2Cl)C1 (stereo not given)	-3	.	-1
C=CCC1(N(C(C)=O)c2ccccc2)CCCCC1	-3	.	-4
O=C(Cc1ccc2ccccc2c1)NC1CCCCNC1=O (stereo not given)	-14	.	2
CCN(CC)P(=Nc1ccccc1)(c1nc2ccccc2n1CC)N(CC)CC	-6	.	-2
CCOC(=O)C1CCN(C(=O)c2ccc(CSc3nc(CC)cc(N(C)Cc4ccccc4)n3)cc2)CC1	-6	-4	16
O=C(NCc1ccncc1)c1cccc(Nc2c(Oc3ccccc3)cnn(-c3ccccc3Cl)c2=O)c1	-6	-5	-1
O=C(Nc1ccc2ncsc2c1)C1CC=CCC1C(=O)N1CCc2ccccc2C1 (stereo not given)	-3	-2	-16
COc1ccc(N2CCN(c3ncnc4c3cnn4CCNC(=O)c3cccs3)CC2)cc1	-8	-8	0
CCOc1cc(C(=O)Nc2cc(C)nn2-c2nc(C)c(CC)c(=O)[nH]2)cc(OCC)c1OCC	-9	-9	12
Cn1c(=O)c2cc(C(=O)NCC(=O)c3ccccc3)n(Cc3ccccc3)c2n(C)c1=O	-8	-6	0
COc1cc(OC)c(CNC(=O)c2c(C)noc2-c2ccc(OC(F)(F)F)cc2)c(OC)c1	-6	-7	22
O=C(CN1CSCC1=O)NCC12CC3CC(CC(C3)C1)C2	-7	.	6
O=C(Nc1cccnc1)c1cnn2c1NC(c1cccs1)CC2C(F)(F)F (stereo not given)	0	-3	-6
COC(=O)CCCCC(=O)N1CCN(C(c2ccccc2)c2ccc(Br)cc2)CC1 (stereo not given)	-5	-6	2

canonical_smiles	hcGAS lum	mcGAS lum	NPYLR7 agonist
COCCN(Cc1csc(COc2ccc(Cl)cc2)n1)S(=O)(=O)c1ccc(OC)cc1	-8	-12	-9
COCCN(Cc1ccc(OC)cc1)c1c(C)nc2ccc(C(=O)NCCC(C)C)cn12	-6	-2	-12
Cc1cc2cc(CCNC(=O)C(C)C)c(=O)[nH]c2cc1C	-2	-6	0
N#Cc1c(NC(=O)CSc2nnc(-c3cccs3)n2C2CC2)sc2c1CCC2	-5	.	3
CC1(C)CCCC2(C)C3C1[C@@H](O)C2(C)C[C@H]3O (stereo not given in full)	-5	-6	-4
COCCN(CC(=O)Nc1cc(C(C)(C)C)nn1-c1ccc(C)cc1C)C(=O)Nc1ccc(OC)cc1OC	-3	-4	12
COCCS(=O)(=O)c1ccc(Cl)c(C(=O)Nc2ccc(C)cc2)c1Cl	-7	.	0
CCn1c(C2CCN(C(=O)c3cccc(F)c3OC)CC2)n[nH]c1=O	0	.	2
CCCCN(CC(=O)N1c2ccccc2-n2cccc2C1c1ccco1)C(=O)Nc1c(Cl)cccc1Cl (stereo not given)	-4	-3	7
O=C(c1cc(COc2cccc3cccnc23)on1)N1CCSCC1	-6&-9	-3	1&2
O=C(CC1CSc2nc3c(cnn3-c3cccc(Cl)c3)c(=O)n21)Nc1ccncc1 (stereo not given)	-10	-7	0
CCOCCCN(CC(=O)N(CCc1ccccc1)Cc1ccc(C)o1)C(=O)Nc1ccc(OC)cc1	-6	-5	7
COc1ccc(S(=O)(=O)N2CCC(NC(=O)COc3cc(Cl)ccc3Cl)CC2)cc1	-8	-10	8
COc1ccccc1/C=C/C=C1N=C(/C=C/c2ccc(Cl)cc2Cl)OC\1=O	-6	-1	0
O=C(Nc1nccs1)c1c(O)c2ccccc2[nH]c1=O	-7	-4	3
Cc1nnc2ccc(OCCNS(=O)(=O)c3cccs3)nn12	0	0	2
Cc1cccc(C)c1OC1CN(C(=O)CN2CC(=O)NC2=O)C1	-1	.	0
O=S(=O)(NCCc1csc2nc(-c3ccc(Cl)cc3)nn12)c1cccs1	7	6	16
